Hsp70 act: Hsp70 transcriptional activation, primary screen. HeLa Hsp70 promoter luciferase reporter, luminescence; scaled: vehicle 0, proteasome-inhibitor control 100%. actives 0.04% (n = 200,000). AID 1203. activation, % at 10 µM;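 active = activation above the mean across all tested compounds plus 3 SD, cutoff set per campaign, cut at about 5.5% in these data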;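 note: 100% = MG132 at 30 µM as the positive control and 0% = DMSO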
DTT redox prof: compounds producing H2O2 with reducing agent – biochemical, NIH compound library profiling, artefact control for MLSCN library redox annotation, primary screen; DTT-dependent redox cycling H2O2, phenol red/HRP absorbance; 100% = 100 µM peroxide control, 0% = buffer; activation, % at 10 µM; actives 0.03% (n = 200,000); AID 878;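 active = activation of at least 50% relative to the plate's high and low controls in the primary single-dose screen; inactive = activation below 50%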;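 note: compound incubated with DTT at 0.8 mM final as the reducing agent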
STAT1 inh: inhibitors of IFN-gamma induced STAT1 signaling; NIH 3T3 STAT1-luciferase reporter, luminescence; actives 0.35% (n = 200,000); inhibition, % at 5.5 µM;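 active = inhibition above a set limit, the mean inhibition across all tested compounds plus 3 SD, cut at about 34% in these data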;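 note: 0% = IFN-gamma with DMSO and 100% = IFN-gamma with 300 µM nifuroxazide; values of inactives mirror those of a sister screen read the other way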
Efa HMGR inh: blocks class II HMG-CoA reductase of Enterococcus faecalis | actives 0.41% (n = 190,000) | inhibition, % at 10 µM | purified E. faecalis HMGR, NADPH absorbance 340 nm kinetic;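 active = inhibition above a set limit, the median over all tested compounds plus 3 SD, cut at about 9.5% in these data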;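 note: enzyme runs in reverse so mevalonate oxidation gives rising NADPH absorbance; 0% = complete reaction with DMSO and 100% = background rate lacking mevalonate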
NF-kB neuron act: compounds increasing NF-kB expression in human neuronal cells; NF-kB reporter expression; active compounds read high; fold change at 12.5 µM; actives 1.6% (n = 190,000); AID 1239; in the data active = fold change above about 3.3
STAT1 activator: activators of IFN-gamma induced STAT1 signaling; actives 2.6% (n = 200,000); activation (% of control), % at 5.5 µM; NIH 3T3 STAT1-luciferase reporter, luminescence; 100% = IFN-gamma alone, no compound;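 active = activation above the screen-wide mean activation plus 3 SD, cut at about 130% in these data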;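 note: raw ratio to IFN-gamma control signal so 100% means no change and 0% no light; values of inactives mirror those of a sister screen read the other way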
TLR4-MyD88 BLA: inhibitors of human TLR4-MyD88 binding; O00206+Q99836; actives 0.18% (n = 200,000); HeLa CL3-4 TLR4/MyD88 BLA complementation, FRET ratio; inhibition, % at 8.4 µM; AID 861; in the data active = inhibition above about 25%;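 note: 0% = vehicle and 100% = reference inhibitor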
Target sequence (O00206 whole entry, looked up): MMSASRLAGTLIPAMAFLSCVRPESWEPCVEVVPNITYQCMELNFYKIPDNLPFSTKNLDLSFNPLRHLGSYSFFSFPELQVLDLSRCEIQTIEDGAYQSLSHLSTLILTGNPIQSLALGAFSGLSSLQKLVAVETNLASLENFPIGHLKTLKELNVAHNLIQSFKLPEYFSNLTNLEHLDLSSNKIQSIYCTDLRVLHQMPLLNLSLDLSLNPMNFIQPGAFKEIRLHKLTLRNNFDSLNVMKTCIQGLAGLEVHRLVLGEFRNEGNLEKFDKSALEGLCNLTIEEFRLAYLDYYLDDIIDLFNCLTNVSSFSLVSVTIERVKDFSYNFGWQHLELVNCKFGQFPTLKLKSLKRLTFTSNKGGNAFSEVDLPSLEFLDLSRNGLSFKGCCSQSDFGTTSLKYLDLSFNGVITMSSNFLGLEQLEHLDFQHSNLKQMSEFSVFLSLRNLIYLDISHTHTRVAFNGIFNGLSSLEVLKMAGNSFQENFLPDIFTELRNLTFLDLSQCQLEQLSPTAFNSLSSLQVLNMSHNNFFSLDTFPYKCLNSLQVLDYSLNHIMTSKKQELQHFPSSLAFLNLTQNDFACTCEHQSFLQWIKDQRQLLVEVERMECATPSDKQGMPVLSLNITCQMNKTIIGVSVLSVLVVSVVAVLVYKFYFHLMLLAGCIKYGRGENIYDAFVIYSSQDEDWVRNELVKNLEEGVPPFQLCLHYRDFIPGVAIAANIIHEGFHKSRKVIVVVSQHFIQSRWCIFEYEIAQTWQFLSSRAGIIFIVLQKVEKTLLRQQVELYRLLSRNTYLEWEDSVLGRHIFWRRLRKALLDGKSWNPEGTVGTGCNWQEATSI
Target sequence (Q99836 whole entry, looked up): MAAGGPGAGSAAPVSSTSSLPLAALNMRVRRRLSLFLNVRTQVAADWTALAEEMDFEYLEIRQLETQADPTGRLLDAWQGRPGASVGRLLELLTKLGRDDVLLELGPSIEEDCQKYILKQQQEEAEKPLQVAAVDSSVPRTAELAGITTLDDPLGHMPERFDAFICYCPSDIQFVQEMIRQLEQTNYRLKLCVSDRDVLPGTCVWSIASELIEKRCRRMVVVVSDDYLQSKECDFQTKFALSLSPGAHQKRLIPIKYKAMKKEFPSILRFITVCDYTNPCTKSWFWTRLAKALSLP
STAT3 inh: inhibitors of IL-6 induced STAT3 signaling; inhibition, % at 5.5 µM; U3A cells, IL-6 STAT3-luciferase reporter, luminescence; host cell line lacks STAT1; actives 0.89% (n = 190,000);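 active = inhibition above the mean inhibition across all screened compounds plus 3 SD, cut at about 44% in these data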;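 note: 0% = DMSO only wells and 100% = 100 µM nifuroxazide control wells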
APP 5'UTR act: APP 5'UTR luciferase reporter activation | SH-SY5Y APP 5'UTR luciferase reporter, luminescence; zero percent = DMSO vehicle wells | activation, % at 2 µM | actives 1% (n = 190,000) | AID 1276;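 active = activation above a set limit, based on mean plus 3 SD of controls, cut at about 140% in these data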; note: values of inactives mirror those of a sister screen read the other way
STAT3 act: STAT3 signaling activation; AID 871; activation (% of control), % at 5.6 µM; U3A cells, IL-6 STAT3-luciferase reporter, luminescence; 100% = signal with IL-6 EC80 alone; actives 0.91% (n = 190,000);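 active = activation above the screen-wide mean of compound activation plus 3 SD, cut at about 130% in these data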;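 note: 0% = background luminescence of wells with medium and substrate only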
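Material: STAT3-luciferase reporter U3A cells. Controls: IL-6-treated wells, 100% activation. Read-out: % activation versus median of IL-6-stimulated wells. Probe or stimulus: IL-6 stimulus at 33 ng/mL final. Timing: compound 1 h, then IL-6 6 h at 37 °C. Signal: reporter luminescence signal.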
The depositor's hits bear a star.

For O=c1c2[nH]c3ccccc3c2ncn1Cc1ccccn1 the results were Hsp70 act -0.2, DTT redox prof 2.4, STAT1 inh -1, Efa HMGR inh -3, NF-kB neuron act 1.3, STAT1 activator 101, TLR4-MyD88 BLA 3, STAT3 inh 1, APP 5'UTR act 5 and STAT3 act 107.
For O=C(NC(=O)c1ccncc1)NC(c1ccccc1)c1ccccc1 the results were Hsp70 act -0.1, DTT redox prof 2.0, STAT1 inh 0, Efa HMGR inh 6, NF-kB neuron act 1, STAT1 activator 100, TLR4-MyD88 BLA -8, STAT3 inh 0, APP 5'UTR act -2 and STAT3 act 104.
CCCCOc1ccc(Cl)cc1CSc1nnc(CC)n1N was read as Hsp70 act -0.2, DTT redox prof -3.3, STAT1 inh 1, Efa HMGR inh -2, NF-kB neuron act 0.77, STAT1 activator 99, TLR4-MyD88 BLA -3, STAT3 inh 4, APP 5'UTR act -6 and STAT3 act 102.
Screening O=C(c1ccc(NS(=O)(=O)c2cccc3cccnc23)cc1)N1CCOCC1 returned Hsp70 act -0.3, DTT redox prof 0.6, STAT1 inh 16, STAT1 activator 85, TLR4-MyD88 BLA -1, STAT3 inh 0, APP 5'UTR act 3 and STAT3 act 102.
`N#Cc1ccc(Cn2ccnc2C(=O)Nc2ccccc2)cc1` gave Hsp70 act 0.0, DTT redox prof -2.1, STAT1 inh -15, Efa HMGR inh 1, NF-kB neuron act 1.5, STAT1 activator 114, TLR4-MyD88 BLA -14, STAT3 inh -8, APP 5'UTR act -4 and STAT3 act 107.
For CC(=O)C1=C(C)OC(N)=C(C#N)C1c1cc2cccc(C)c2nc1Cl (configuration not stated) the results were Hsp70 act -0.4, DTT redox prof -3.4, STAT1 inh 12, Efa HMGR inh 4, NF-kB neuron act 1, STAT1 activator 89, TLR4-MyD88 BLA 5, STAT3 inh 4, APP 5'UTR act 13 and STAT3 act 103.
Screening Cc1cc(C)cc(NC(=O)C(NCCN2CCOCC2)c2ccccc2)c1 (configuration not stated) returned Hsp70 act -0.2, DTT redox prof -2.2, STAT1 inh 7, Efa HMGR inh 5, NF-kB neuron act 1.2, STAT1 activator 93, TLR4-MyD88 BLA 4, STAT3 inh -7, APP 5'UTR act 4 and STAT3 act 109.
COc1ccc2cc(CN(CCCN3CCOCC3)Cc3nnnn3C3CCCC3)c(=O)[nH]c2c1 was read as Hsp70 act 0.1, DTT redox prof 0.2, STAT1 inh 4, Efa HMGR inh 0, NF-kB neuron act 0.99, STAT1 activator 96, TLR4-MyD88 BLA 3, STAT3 inh 6, APP 5'UTR act -2 and STAT3 act 99.
Screening O=C(CCCSc1nc2ccccc2[nH]1)NC1=NCCS1 returned Hsp70 act -0.3, DTT redox prof -0.4, STAT1 inh 7, Efa HMGR inh -6, NF-kB neuron act 1.2, STAT1 activator 94, TLR4-MyD88 BLA 2, STAT3 inh 3, APP 5'UTR act -13 and STAT3 act 101.
Screening O=C(Cn1nc(-c2ccccc2)ccc1=O)NCC1CCCO1 (configuration not stated) returned Hsp70 act -0.1, DTT redox prof 1.7, STAT1 inh -4, Efa HMGR inh 5, NF-kB neuron act 0.99, STAT1 activator 104, TLR4-MyD88 BLA 0, STAT3 inh 8, APP 5'UTR act 8 and STAT3 act 96.
For Cc1c(NC(=O)OCCNC(=O)Nc2ccccc2)sc(=S)n1C the results were Hsp70 act -0.2, DTT redox prof 0.4, STAT1 inh 3, Efa HMGR inh -2, NF-kB neuron act 1.1, STAT1 activator 97, TLR4-MyD88 BLA -2, STAT3 inh 8, APP 5'UTR act -2 and STAT3 act 95.
CC(C)Nc1c([N+](=O)[O-])c(=O)oc2ccccc12 was read as Hsp70 act -0.1, DTT redox prof -0.1, STAT1 inh -3, Efa HMGR inh -2, NF-kB neuron act 1, STAT1 activator 102, TLR4-MyD88 BLA 3, STAT3 inh 15, APP 5'UTR act -17 and STAT3 act 97.
`CC(=O)NC1=NN(C(C)=O)C(C)(CCS(=O)(=O)c2ccc(Br)cc2)S1` (configuration not stated) gave Hsp70 act 0.5, DTT redox prof -0.4, STAT1 inh 5, Efa HMGR inh 1, NF-kB neuron act 1.2, STAT1 activator 95, TLR4-MyD88 BLA -3, STAT3 inh -3, APP 5'UTR act 24 and STAT3 act 101.
CN(C)c1ccc(C(=O)Nc2ccc(S(=O)(=O)NC3=NCCCCC3)cc2)cc1 was read as Hsp70 act -0.1, DTT redox prof -0.4, STAT1 inh -11, STAT1 activator 110, TLR4-MyD88 BLA -19, STAT3 inh 9, APP 5'UTR act -12 and STAT3 act 99.
`Cc1ccc(S(=O)(=O)/N=C(/c2ccc(F)cc2)N2CCCC2)cc1` gave Hsp70 act -0.3, DTT redox prof 0.0, STAT1 inh 0, Efa HMGR inh 1, NF-kB neuron act 1.1, STAT1 activator 99, TLR4-MyD88 BLA 4, STAT3 inh 1, APP 5'UTR act 10 and STAT3 act 101.
Screening Cc1cccc(N2CCN(C(=O)Cn3nc(Cc4ccncc4)c4ccccc4c3=O)CC2)c1C returned Hsp70 act 0.1, DTT redox prof -0.4, STAT1 inh -1, STAT1 activator 101, TLR4-MyD88 BLA -10, STAT3 inh 31, APP 5'UTR act 3 and STAT3 act 79.
Cc1cccc(CSC(=N)N)c1 was read as Hsp70 act -0.4, DTT redox prof 0.5, STAT1 inh 6, Efa HMGR inh -5, NF-kB neuron act 0.98, STAT1 activator 95, TLR4-MyD88 BLA -16, STAT3 inh -9, APP 5'UTR act 2 and STAT3 act 106.
`CCC(C)(C)NC(=O)CC(c1ccc(OC)cc1)n1cccc1` (configuration not stated) gave Hsp70 act -0.1, DTT redox prof 0.2, STAT1 inh 2, Efa HMGR inh 0, NF-kB neuron act 0.94, STAT1 activator 98, TLR4-MyD88 BLA 3, STAT3 inh -12, APP 5'UTR act 1 and STAT3 act 111.
For Cc1ccc(NC(=S)Nc2ccc3cn[nH]c3c2)cc1C the results were Hsp70 act -0.3, DTT redox prof 0.6, STAT1 inh -11, Efa HMGR inh -1, NF-kB neuron act 1.5, STAT1 activator 110, TLR4-MyD88 BLA -14, STAT3 inh 4, APP 5'UTR act 20 and STAT3 act 101.
`Cn1c(=O)[nH]c(Nc2ccccc2)c([N+](=O)[O-])c1=O` gave Hsp70 act 0.0, DTT redox prof -0.1, STAT1 inh -8, Efa HMGR inh -1, NF-kB neuron act 0.98, STAT1 activator 104, TLR4-MyD88 BLA 2, STAT3 inh 2, APP 5'UTR act 8 and STAT3 act 102.

Retrieved by compound from the entries so far, two records:
For Cc1ccc(NC(=S)Nc2ccc3cn[nH]c3c2)cc1C the results were Hsp70 act -0.3, DTT redox prof 0.6, STAT1 inh -11, Efa HMGR inh -1, NF-kB neuron act 1.5, STAT1 activator 110, TLR4-MyD88 BLA -14, STAT3 inh 4, APP 5'UTR act 20 and STAT3 act 101.
CC(C)Nc1c([N+](=O)[O-])c(=O)oc2ccccc12 was read as Hsp70 act -0.1, DTT redox prof -0.1, STAT1 inh -3, Efa HMGR inh -2, NF-kB neuron act 1, STAT1 activator 102, TLR4-MyD88 BLA 3, STAT3 inh 15, APP 5'UTR act -17 and STAT3 act 97.

Next compounds.
For CCN(CCNC(=O)C1CCN(S(=O)(=O)CC)CC1)c1ccccc1 the results were Hsp70 act 0.5, DTT redox prof 0.2, STAT1 inh 2, Efa HMGR inh 6, NF-kB neuron act 0.95, STAT1 activator 98, TLR4-MyD88 BLA 0, STAT3 inh 10, APP 5'UTR act -4 and STAT3 act 94.
For Cc1ccc(S(=O)(=O)NCC(c2ccccc2)N2CCN(CCC#N)CC2)cc1 (configuration not stated) the results were Hsp70 act -0.1, DTT redox prof 1.0, STAT1 inh -5, Efa HMGR inh -3, NF-kB neuron act 0.98, STAT1 activator 105, TLR4-MyD88 BLA 1, STAT3 inh -1, APP 5'UTR act -3 and STAT3 act 102.
COCCN(Cc1cc2cc(C)cc(C)c2nc1Cl)C(=O)Nc1ccccc1 was read as Hsp70 act -0.1, DTT redox prof 0.5, STAT1 inh 2, Efa HMGR inh 2, NF-kB neuron act 1.3, STAT1 activator 98, TLR4-MyD88 BLA -9, STAT3 inh 9, APP 5'UTR act 5 and STAT3 act 95.
`CCOc1ccccc1N(C(=O)CNS(=O)(=O)c1ccccc1)C(CC)C(=O)NCc1ccco1` (configuration not stated) gave Hsp70 act -0.4, DTT redox prof 1.1, STAT1 inh 10, Efa HMGR inh -4, NF-kB neuron act 1, STAT1 activator 91, TLR4-MyD88 BLA 4, STAT3 inh 7, APP 5'UTR act -21 and STAT3 act 99.
Screening CCC(=O)Nc1cccc(-n2nnnc2SCC(=O)N(C(C)C)C(C)C)c1 returned Hsp70 act -0.4, DTT redox prof 0.8, STAT1 inh 4, Efa HMGR inh -1, NF-kB neuron act 0.99, STAT1 activator 95, TLR4-MyD88 BLA -2, STAT3 inh 11, APP 5'UTR act -2 and STAT3 act 92.
COc1cc(-c2nn3c(Cc4ccccc4)nnc3s2)cc(OC)c1OC was read as Hsp70 act 0.0, DTT redox prof 3.8, STAT1 inh 4, Efa HMGR inh -3, NF-kB neuron act 0.88, STAT1 activator 97, TLR4-MyD88 BLA -26, STAT3 inh 2, APP 5'UTR act -10 and STAT3 act 102.
CCOC(=O)c1oc2ccccc2c1NC(=O)c1cc(OC)cc(OC)c1 was read as Hsp70 act 0.0, DTT redox prof -0.3, STAT1 inh -4, Efa HMGR inh -4, NF-kB neuron act 0.84, STAT1 activator 104, TLR4-MyD88 BLA 0, STAT3 inh 20, APP 5'UTR act -3 and STAT3 act 86.
Screening CCCCC(c1nnnn1C1CCCC1)N1CCN(C2CCCC2)CC1 (configuration not stated) returned Hsp70 act -0.4, DTT redox prof -0.7, STAT1 inh 7, Efa HMGR inh -1, NF-kB neuron act 0.96, STAT1 activator 93, TLR4-MyD88 BLA 2, STAT3 inh 5, APP 5'UTR act 2 and STAT3 act 98.
For Cc1[nH]n(-c2nc(-c3ccccc3F)cc(=O)[nH]2)c(=O)c1CCO the results were Hsp70 act -0.1, DTT redox prof -0.5, STAT1 inh 2, Efa HMGR inh 0, NF-kB neuron act 1.1, STAT1 activator 97, TLR4-MyD88 BLA -1, STAT3 inh 8, APP 5'UTR act 5 and STAT3 act 99.
Screening Cc1c(CNCCCc2ccccc2)c(C(=O)O)c(C)n1Cc1ccccc1 returned Hsp70 act 0.1, DTT redox prof 0.0, STAT1 inh 2, Efa HMGR inh -1, NF-kB neuron act 1, STAT1 activator 98, TLR4-MyD88 BLA -3, STAT3 inh 3, APP 5'UTR act 1 and STAT3 act 99.
`O=C1CN(C(=O)c2cccs2)c2ccccc2N1` gave Hsp70 act -0.2, DTT redox prof 2.7, STAT1 inh 19, Efa HMGR inh -2, NF-kB neuron act 1.2, STAT1 activator 83, TLR4-MyD88 BLA -2, STAT3 inh 2, APP 5'UTR act 3 and STAT3 act 107.
For c1ccc(-c2ccc(-c3csnn3)cc2)cc1 the results were Hsp70 act -0.1, DTT redox prof 3.2, STAT1 inh -36, Efa HMGR inh -6, NF-kB neuron act 2.1, STAT1 activator 132*, TLR4-MyD88 BLA -3, STAT3 inh -4, APP 5'UTR act 8 and STAT3 act 112.
Screening CCCCCCOC(=O)CCn1[nH]c(=O)c2ccccc2c1=O returned Hsp70 act -0.2, DTT redox prof -0.3, STAT1 inh -4, Efa HMGR inh 4, NF-kB neuron act 0.97, STAT1 activator 102, TLR4-MyD88 BLA 1, STAT3 inh 7, APP 5'UTR act 5 and STAT3 act 98.

Source: PubChem BioAssay (several laboratories)
